# Compound activity (PubChem BioAssay)
# AmpC det inh: inhibitors of E. coli AmpC beta-lactamase with detergent; P00811; purified AmpC, nitrocefin hydrolysis with detergent; Potency, µM (highest dose often 28.7 µM), without a hit: at the top dose activity change, negative = inhibition; 71,000 tested, 0.09% active; active = well fitted curve in the direction sought with a large enough effect
# Target sequence (P00811 whole entry, looked up): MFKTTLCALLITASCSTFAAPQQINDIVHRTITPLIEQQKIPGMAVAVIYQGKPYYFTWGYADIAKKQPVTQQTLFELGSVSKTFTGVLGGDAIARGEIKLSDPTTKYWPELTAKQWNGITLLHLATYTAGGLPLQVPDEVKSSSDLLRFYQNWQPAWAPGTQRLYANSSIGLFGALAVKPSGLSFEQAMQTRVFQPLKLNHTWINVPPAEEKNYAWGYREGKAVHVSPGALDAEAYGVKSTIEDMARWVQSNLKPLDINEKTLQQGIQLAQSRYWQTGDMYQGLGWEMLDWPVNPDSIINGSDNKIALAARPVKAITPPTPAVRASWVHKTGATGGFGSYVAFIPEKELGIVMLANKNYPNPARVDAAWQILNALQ
#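 E. coli AmpC (5.3 nM) in 20 mM phosphate pH 7.0 with 0.01% Triton X-100, preincubated 15 min RT with compound; nitrocefin (2 uL of 800 uM stock) hydrolysis followed by 480 nm absorbance every 20 s over 4 min.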
# Starred values were filed as active, the others as inactive; & = joins results of further samples; [ ] = dose if it differs, or a comment. % is set by controls: 0 for no effect and ±100 for the full control effect; potency is the fitted concentration of half-maximal effect. The list is partial, so the mix of outcomes need not match the whole.
smiles	AmpC det inh
O=C(NC1CCCCC1)N1CCCC(c2nc(-c3ccc(S(=O)(=O)N4CCCC4)cc3)no2)C1 (stereo not drawn)	-5%
O=S(=O)(Nc1ccc2c(c1)CCC2)c1cccs1	-6%
CCOC(=O)c1cnn(CC2CCCCC2)c1N	7%
Nn1c(SCC(=O)Nc2ccc3c(c2)OCO3)nnc1-c1ccncc1	-2%
O=C(Nc1ccccc1C(=O)N1CCOCC1)c1noc2c1CCCC2	-6%
Cc1ccc2c(c1)C(N1CCCC1=O)CC(c1ccco1)N2 (stereo not drawn)	-2%
COc1ccc(-c2noc(N3CCC(C(=O)N4CCN(c5ccccn5)CC4)CC3)n2)cc1	-1%
COc1ccc(/C(O)=C2/C(=O)C(=O)N(CCCN(C)C)C2c2cccnc2)cc1 (stereo not drawn)	-2%
CCOC(=O)Nc1cccc2ccccc12	-3%
CCCc1nc(SCC(=O)N2CCN(c3ccccc3)CC2)c2c(=O)n(C)c(=O)n(C)c2n1	5%
CCn1nc(-c2cccs2)nc2c(=O)n(C)c(=O)nc1-2	-2%
CCN1CCN(c2nc3c(c(=O)n(C)c(=O)n3C)n2CCSc2ncccn2)CC1	14%
CN(C)Cc1ccccc1-c1ccc2ncnc(NCc3ccccc3)c2c1	9%
Cc1ccc(Cl)cc1N1CCN(S(=O)(=O)c2ccc3c(c2)OCCO3)CC1	13%
COC(=O)c1ccc(CSc2nnnn2-c2ccccc2)o1	-1%
Cc1ccccc1C(=O)Nc1cccc(-c2nnc(SCC(=O)O)n2C)c1	2%
CC(NC(=O)Oc1ccccc1)C(c1cccs1)N1CCOCC1 (stereo not drawn)	11%
CN1CCC[C@@H]1c1cccnc1.O=C(O)c1ccccc1O.O=C([OH2+])c1ccccc1O.O=C([OH2+])c1ccccc1O.O=C([OH2+])c1ccccc1O.[Cu]	-8%[5.75 µM]
Cc1c(C(=O)N2CCN(S(C)(=O)=O)CC2)oc2ccccc12	-4%
CCCCNc1nc(C)nc2c1nc(-c1ccccc1)n2CCN(C)C	6%

smiles	AmpC det inh
O=c1[nH]c2cc3c(cc2cc1CN(CCCO)Cc1nnnn1Cc1ccc(F)cc1)OCO3	-4%
O=C(CN1CCN(Cc2ccccc2)CC1)c1ccc(Br)cc1	-2%
CCOC(=O)N1CCC(n2c(=S)[nH]c3cc(OC)c(OC)cc3c2=O)CC1	-1%
Nc1ccccc1OCCOCCOCCOc1ccccc1N	0%
O=C(NCc1ccccc1)NC(=O)c1ccccc1	1%
O=C(OCc1c(Cl)cccc1Cl)c1cccnc1	-4%
CC(C)NS(=O)(=O)c1ccc(CCC(=O)N2CCOCC2)cc1	-2%
O=C(CSc1nnnn1-c1ccc2c(c1)OCCO2)N1CCc2ccccc21	-5%
O=C(Cc1cccs1)Nc1cccnc1	22%
O=C(N1CCN(c2ccccc2)CC1)C12CC3CC(CC(C3)C1)C2	14%
CCCOC(=O)c1ccccc1C(=O)OCCC	6%
CN(C1CCCCC1)S(=O)(=O)Cc1ccccc1	-4%
CCOC(=O)CSc1cc(C)nc(NC(C)=O)n1	-1%
Cn1c(=O)n(CCCOc2ccc(Br)cc2)c2ccccc21	-5%
CCCC(=O)Nc1c(C)nn(C(=O)CCC)c1C	-4%
O=C(Nc1ccc(Nc2ccccc2)cc1)C1CC1	2%
COC(=O)C1C(=O)C2=C(CC1C)NC(=O)CC2c1ccc(O)c(OC)c1 (stereo not drawn)	-1%
CN1CCCC(OC(=O)COc2ccccc2)C1 (stereo not drawn)	-7%
CCn1ncc(Cl)c1C(=O)NC(C)c1ccccc1 (stereo not drawn)	-5%
c1ccc2c(c1)Oc1ccccc1S2	10%

smiles	AmpC det inh
COCCNc1nc(C)nc2c1nc(-c1ccccc1)n2C1CCN(Cc2ccccc2)C1 (stereo not drawn)	14%
O=C1C2C3C=CC(C3)C2C(=O)N1c1n[nH]c(CCc2ccccc2)n1 (stereo not drawn)	-1%
CCOC(=O)CSc1ccc2nnc(-c3cccs3)n2n1	7%
CCCCN(CC)S(=O)(=O)c1ccc(C(=O)Nc2nnc(CSC)o2)cc1	12%
CN1[C@@H](C[C@@H](O)c2ccccc2)CCC[C@@H]1C[C@H](O)c1ccccc1	-1%[12.8 µM]
Nn1c(COc2ccccc2)nc2ccccc2c1=O	-2%
COc1ccc(N(Cc2cc(=O)[nH]c3ccccc23)C(=O)c2ccco2)cc1	-5%
CCCn1nnc(NC(=O)Cc2ccc(Cl)cc2)n1	-4%
N=C(N)SCc1ccc(Cl)c2ccccc12 (tested in a mixture with another compound)	-2%&-4%[5.75 µM]
Cc1ccc(CCNC(=O)C2CCCN(C(=O)c3cc4sccc4n3C)C2)cc1 (stereo not drawn)	-2%
CCNC(=O)CC1C(=O)N(c2ccc(C)cc2)C(=O)N1Cc1ccccn1 (stereo not drawn)	-5%
Cc1occc1C(=O)NCc1ccc2c(c1)OCO2	-3%
COc1cc2c(cc1OC)C(c1ccco1)CC(=O)N2 (stereo not drawn)	3%
O=C(CSc1nnc2ccccn12)c1ccc(OC(F)F)cc1OC(F)F	10%
Cc1cc(NC(=O)c2ccc(S(=O)(=O)N(C)C)cc2)no1	12%
O=C(CSc1nc2ccccc2c(=O)n1CC1CCCO1)N1CCN(c2ccccc2)CC1 (stereo not drawn)	-3%
Cc1nc2cc(C(=O)O)ccc2n1-c1ccccc1	12%
Cc1nc2nc(SCC(=O)N3CCOCC3)nn2c(C)c1Cc1ccccc1	-1%
Cn1c(C(=O)NC2CCCC2)cc2c(=O)n(C)c3ccccc3c21	12%
CN1C(=O)N(C)C(=O)C(CCc2ccncc2)(Cc2ccc3c(c2)OCO3)C1=O	-1%

smiles	AmpC det inh
O=C(NCC1CCCO1)C1c2ccccc2C(=O)N1Cc1ccc2c(c1)OCO2 (stereo not drawn)	13%
COc1ccc(CC(=O)Nc2cccc(-c3nnc(-c4ccccc4)o3)c2)cc1OC	-3%
CC(=O)c1c(C(C)=O)c(C)n(CCCCn2c(C)c(C(C)=O)c(C(C)=O)c2C)c1C	0%
O=C1CC(N(Cc2ccco2)C(=O)Nc2ccc(F)cc2)C(=O)N1c1ccc(F)cc1 (stereo not drawn)	-3%
CCCn1c(=O)c2[nH]c(C3CCCC3)nc2n(CCCOC(=O)c2ccc(S(=O)(=O)F)cc2)c1=O	1%
COC(=O)C1=C(N)Oc2cc(C)n(Cc3cccnc3)c(=O)c2C1c1ccccc1OC (stereo not drawn)	-1%
CCN(CC)c1ccc(NC(=O)Cn2nnc(-c3cccc(OC)c3OC)n2)c(C)c1	1%
CNC(=O)c1ccccc1NC(=O)c1ccc(C)c(S(=O)(=O)N2CCCCC2)c1	-3%
CC(C)CNC1=CC(=O)CC(c2ccco2)C1 (stereo not drawn)	2%
Cn1c(C(=O)NCCN2CCN(Cc3ccccc3)CC2)cc2c(=O)n(C)c3ccccc3c21	7%
COc1ccc2[nH]cc(CCNc3cc(-c4c(C)noc4C)ncn3)c2c1	7%
O=C(CN1CCN(Cc2ccc(F)cc2Cl)C1=O)NCCCN1CCOCC1	12%
CC1=C(C(=O)Nc2ccccc2C)C(c2cccnc2)n2nc(CCCO)nc2N1 (stereo not drawn)	-4%
O=c1oc2c(CN3CCOCC3)c(O)ccc2c2c1CCC2	-2%
Cc1cc(N2CCN(C(c3ccccc3)c3ccc(Cl)cc3)CC2)n2ncnc2n1 (stereo not drawn)	0%
O=C(CSc1nnc(-c2ccc(Br)cc2)o1)N1CCN(C(=O)c2ccco2)CC1	-4%
COc1ccc(CCNC(=O)CN2C(=O)C3(OCCCO3)c3ccccc32)cc1OC	-2%
CCCCN(C)CCNC(=O)c1ccc2c(c1)NC(=O)C(N1CCCCC1)S2 (stereo not drawn)	-3%
CCOc1ccccc1N1CCN(S(=O)(=O)c2ccc(Cl)s2)CC1	-4%
COc1ccc(NC(=O)C2CC(=O)N(C(C)C)C2)cc1 (stereo not drawn)	7%

smiles	AmpC det inh
CCCCOCC1CN(c2ccccc2)C(=O)CS1 (stereo not drawn)	11%
CC(=O)Oc1ccc(N2C(=O)C3C(C2=O)C2(C)C=CC3(C)O2)cc1 (stereo not drawn)	5%
N#CCCn1c(=O)c(-c2ccc(Cl)cc2)nc2cnc(N3CCOCC3)nc21	2%
COc1cccc(N(CC(=O)N2CCN(C)CC2)S(=O)(=O)c2ccc(C)cc2)c1	1%
O=C(Cn1c(NCCO)nc2ccccc21)c1ccc(Cl)cc1	3%
COc1cccc(C(=O)N(Cc2nc(-c3cccc(C)c3)no2)C(C)C)c1OC	-2%
COc1ccc(-c2nnc(SCc3csc(N)n3)n2C)cc1	-2%
CC[C@]1(OC(=O)CN)C(=O)OCc2c1cc1n(c2=O)Cc2cc3ccccc3nc2-1	0%[5.75 µM]
CN1CCN(C(=O)COc2ccc(-c3nc4ccccc4s3)cc2)CC1	-6%
C=CCNC(=O)c1nn2cccnc2c1Cl	-8%
NP(N)(=O)NC(=O)c1ccc(F)cc1	-6%
CCOC(=O)N1CCN(Cc2nc(-c3ccccc3)no2)CC1	-5%
O=C(O)c1ccccc1-c1nc2ccccc2c(=O)[nH]1	-3%
CCOC(=O)c1[nH]c(=O)[nH]c1CSc1ccccn1	1%
O=S(=O)(Nc1cccnc1)c1ccc2c(c1)OCCO2	-3%
Cn1nnnc1SCCNC/C=C/c1ccccc1	-2%
CCc1cccc(NC(=O)Cn2ncn3c(cc4ccccc43)c2=O)c1	-4%
COc1ccc(-c2nnc(SCC(=O)c3cccs3)o2)cc1	-4%
Cc1ccc(S(=O)(=O)n2nc(-c3cccnc3)nc2N)cc1	-2%
CC1CN(C(=O)C2CCCN2S(=O)(=O)c2ccc(Cl)cc2)CC(C)O1 (stereo not drawn)	-2%

smiles	AmpC det inh
COC(=O)c1ccccc1NC(=O)C1CCN(S(=O)(=O)c2cc(OC)ccc2OC)CC1	-4%
Cn1c(=O)[nH]c(=O)c2c1nc(CN1CCOCC1)n2CCc1ccccc1	1%
c1coc(-c2nnc(-c3ccc4c(c3)OCO4)o2)c1	-5%
OCc1nnn(-c2cccc(C(F)(F)F)c2)c1CO	-4%
Cc1cccc(N2C(=O)N(c3ccccc3C)C3CS(=O)(=O)CC32)c1 (stereo not drawn)	-6%
CC(=O)c1c(C)nc(-c2ccc(Cl)cc2)nc1N=CN(C)C	-5%
CC1(C)CC2(CCCN3C(=O)CSC32)CCS1 (stereo not drawn)	0%
O=C(c1ccc(COc2ccc(Cl)cc2)o1)N1CCN(Cc2ccc3c(c2)OCO3)CC1	-6%
Cc1cc(C)n(-c2cccc3cccnc23)n1	-4%
C=CCn1c(NC(=O)c2ccccc2)c(C#N)c2nc3ccccc3nc21	-4%
COc1ccc(N(CC(=O)NC(C)(C)C)C(=O)c2ccco2)cc1	33%
COc1ccc(-n2c3c(cc(C(=O)N4CCCCC4)c2=O)C(=O)CC(C)(C)C3)cc1	-5%
O=c1c(-c2cc(F)cc(F)c2)nc2cnc(N3CCNCC3)nc2n1Cc1cccs1	0%
CCOC(=O)Nc1ccccc1C(=O)N1CCOCC1	-4%
Cc1cc(C)cc(N(CC(=O)N2CCC(C)CC2)S(C)(=O)=O)c1	-5%
Cc1noc(/C=C/N(C)C)c1S(=O)(=O)N1CCCC(C(=O)NC2CCCCC2)C1 (stereo not drawn)	11%
Cc1cc(S(=O)(=O)N(Cc2ccccc2)Cc2ccc(N(C)C)cc2)ccc1-n1cnnn1	8%
CCOP(=O)(c1c(F)c(F)c(F)c(F)c1F)C1(O)CCCCC1 (stereo not drawn)	1%
COc1ccc(N=Cc2c(O)[nH]c3ccccc23)cc1OC	-2%
COc1cc(-c2nnc(COc3ccc4ccccc4c3)o2)cc(OC)c1OC	-2%

smiles	AmpC det inh
Cc1ccc(NC(=O)CC2Oc3ccc(C)cc3NC2=O)cc1 (stereo not drawn)	10%
O=C(c1ccc2c(c1)N(Cc1ccc(F)cc1)C(=O)CS2)N1CCOCC1	-6%
c1ccc(-c2noc(CN3CCN(C(c4ccccc4)c4ccccc4)CC3)n2)cc1	-3%
CCOC(=O)c1oc2ccccc2c1NC(=O)Cc1cccs1	0%
CCOC(=O)NCCc1ccc(OC)cc1	-1%
CC[N+](CC)(CCCNC1=CC(=O)C(NCCC[N+](CC)(CC)Cc2ccccc2)=CC1=O)Cc1ccccc1	1%
CCOC(=O)C1C(=O)Oc2ccc3ccccc3c2C1C1CCOC1=O (stereo not drawn)	14%
c1ccc2c(c1)OCC(c1csc3ncnc(N4CCOCC4)c13)O2 (stereo not drawn)	5%
CC(C)N(Cc1nc2ccccc2[nH]1)C(C)C	9%
O=C(NCc1cccnc1)C1CCN(S(=O)(=O)N2CCOCC2)CC1	-3%
Nc1c(N2CCOCC2)cc(Cl)c2nonc12	-5%
CCC(C)Cn1c(C)nc2ccccc21 (stereo not drawn)	-6%
CN1CCN(c2ccnc(-c3ccoc3)n2)CC1	4%
CCOC(=O)N1CCC(NC(=O)CS(=O)(=O)Cc2nc(-c3ccccc3C)oc2C)CC1	5%
Cc1cc(C)cc(NC(=O)C2CCCN(S(=O)(=O)c3cnc[nH]3)C2)c1 (stereo not drawn)	6%
Cc1nc2ccccc2c(=O)n1CCCO	9%

# Part of the list above in order of formula weight, largest number first.
smiles	AmpC det inh
CC[N+](CC)(CCCNC1=CC(=O)C(NCCC[N+](CC)(CC)Cc2ccccc2)=CC1=O)Cc1ccccc1	1%
O=C(NCc1cccnc1)C1CCN(S(=O)(=O)N2CCOCC2)CC1	-3%
CCOC(=O)C1C(=O)Oc2ccc3ccccc3c2C1C1CCOC1=O (stereo not drawn)	14%
CC(C)N(Cc1nc2ccccc2[nH]1)C(C)C	9%
